Source: PubChem BioAssay (several laboratories)
CF NFkB inh: cystic fibrosis NF-kB activation inhibition. KKLEB NF-kB-GFP reporter, PAF-induced, GFP fluorescence overnight. inhibition, % at 5 µM. hit rate 0.86% among 360,000;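 active = at least 50% inhibition at 5 µM, scaled per plate between neutral and stimulator controls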;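 note: PAF is a Pseudomonas aeruginosa culture filtrate used as stimulus; plate controls were PAF-stimulated DMSO wells for no effect and unstimulated DMSO wells for full effect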
HIF-2a block: inhibitors of HIF-2a; 786-0 RCC cells HIF-2a reporter, luciferase luminescence, overnight; inhibition, % at 18.8 µM; hit rate 0.72% among 360,000; AID 624352;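 active = inhibition of the luminescence signal of 40% or more relative to plate controls, in a single-dose primary screen at 18.75 µM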
KKLEB tox: CF airway cell cytotoxicity counter-screen; activity change (cytotoxicity), % at 5 µM; AID 602141; hit rate 0.36% among 360,000; KKLEB CF airway cells viability, ATPlite luminescence, overnight; active compounds read low; cells stimulated with P. aeruginosa culture filtrate;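 active = corrected activity change at or below -50% at 5 µM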
NR2E3 ag-1: activates human photoreceptor nuclear receptor NR2E3; GST-NR2E3/biotin-RetCOR TR-FRET, 1536-well; Q9Y5X4; hit rate 0.12% among 320,000; AID 2300; inhibition of corepressor binding, % at 4.78 µM;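 active = percent inhibition above the cutoff of mean plus 3 SD of all tested compounds, set per screening campaign, cut at about 20% in these data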;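 note: 0% = DMSO wells and 100% = biotin wells as full block of FRET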
Target sequence (Q9Y5X4 whole entry, looked up): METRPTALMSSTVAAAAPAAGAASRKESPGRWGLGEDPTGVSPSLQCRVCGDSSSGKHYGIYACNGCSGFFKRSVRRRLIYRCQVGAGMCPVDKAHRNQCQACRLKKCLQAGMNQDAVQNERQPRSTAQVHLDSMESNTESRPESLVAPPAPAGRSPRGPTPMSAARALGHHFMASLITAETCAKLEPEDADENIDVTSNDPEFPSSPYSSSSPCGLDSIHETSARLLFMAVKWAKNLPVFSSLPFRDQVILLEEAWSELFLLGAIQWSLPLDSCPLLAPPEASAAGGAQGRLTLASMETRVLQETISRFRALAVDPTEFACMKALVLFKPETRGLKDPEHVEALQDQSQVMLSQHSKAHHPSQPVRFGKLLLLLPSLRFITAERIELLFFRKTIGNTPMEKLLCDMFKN
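Material – GST-tagged NR2E3 plus biotinylated RetCOR corepressor · Quantity – NR2E3 fusion 1.35 nM · Times – 5 h incubation at 4 °C · Medium – pH 7.5 Tris-based buffer · Technique – TR-FRET, Eu(K)-anti-GST donor, streptavidin-D2 acceptor, ex 340, em 617/671 nm · Benchmarks – high control biotin, low control 0.6% DMSO · Format – 1536-well plates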
NR2E3 ag-2: human photoreceptor-specific nuclear receptor agonism; Q9Y5X4; CHO-S Gal4-NCOR/VP16-NR2E3 two-hybrid, luciferase; inhibition of corepressor binding, % at 3.98 µM; hit rate 0.35% among 360,000; AID 602229;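 active = inhibition above the mean of all tested compounds plus 3 SD, cut at about 70% in these data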;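 note: 0% = DMSO with NR2E3 transfected cells and 100% = cells lacking NR2E3 construct; higher means lower luciferase signal from less NR2E3 corepressor binding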
Peg3 promoter: inhibitors of Peg3 promoter | HeLa PEG-Prom luciferase reporter, luminescence, overnight | inhibition, % at 20 µM | hit rate 1.7% among 360,000 | AID 588405;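 active = inhibition of at least 50% at 20 µM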
TWEAK-Fn14 inh: blocks TWEAK-Fn14 interaction in a reporter cell assay | TWEAK-stimulated Fn14 reporter cells, luciferase luminescence, 8 h | AID 1159606 | hit rate 2% among 360,000 | inhibition, % at 10 µM; in the data active = inhibition above about 50%
TRPM1 prom inh: MITF TRPM1 promoter inhibition in SK-MEL-5 cells; hit rate 0.83% among 330,000; inhibition, % at 12.5 µM; SK-MEL-5 TRPM1 promoter luciferase, 24 h;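 active = mean inhibition across replicates of 60% or more, whatever share of single replicates reaches that level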; note: values of inactives mirror those of a sister screen read the other way
aDG glyco up: alpha-DG glycosylation activation; Pro5-aDG cells, alpha-DG glycosylation AlphaScreen (IIH6); 0% Pro5, 100% B10-LARGE cell signal; activation, % at 10 µM; hit rate 0.22% among 360,000; AID 624168;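 active = activation of at least 8% versus controls, or a plate z-score of at least 8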;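 note: Pro5 are CHO cells carrying HIG-tagged alpha-DG that lacks glycosylation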
iPSC survival up: increases survival of single human iPS cells; survival enhancement, % at 20 µM; hiPSC single-cell survival, ATPlite luminescence; 100% = ROCK inhibitor wells, 0% = DMSO; AID 602274; hit rate 0.044% among 360,000; in the data active = survival enhancement above about 18%;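 note: cells exposed to compounds for 16 hours before the ATP read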
Shn3 3UTR inh: reduces Shn3 3'UTR luciferase signal in osteoblasts. Clone20 osteoblast Shn3 3'UTR firefly luciferase, 24 h. inhibition, % at 12.5 µM. hit rate 0.52% among 360,000;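 active = mean inhibition of at least 75% with every replicate also reaching 75%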;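 note: 0% = median of neutral control wells and 100% = pilot-screen positive control compound; some compounds past the cut are filed as inactive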
Numbers without * were called inactive; x = no result given. An unsorted share of the library; overall some 4.4% were active at least once.

The first two compounds (preview)
SMILES	CF NFkB inh	HIF-2a block	KKLEB tox	NR2E3 ag-1	NR2E3 ag-2	Peg3 promoter	TWEAK-Fn14 inh	TRPM1 prom inh	aDG glyco up	iPSC survival up	Shn3 3UTR inh
Cc1ccc(C(=O)NNC(=O)c2ccncc2)cc1S(=O)(=O)N1CCCCC1	12	3	8	-1	-36	7	-3	2	2.4	-0.5	-3
Cc1ccc(S(=O)(=O)N(CC(=O)N2CCC(C)CC2)c2cccc(C)c2)cc1	4	5	11	2	-2	12	12	-2	0.5	7.9	-3

Main list, repeating the preview:
SMILES	CF NFkB inh	HIF-2a block	KKLEB tox	NR2E3 ag-1	NR2E3 ag-2	Peg3 promoter	TWEAK-Fn14 inh	TRPM1 prom inh	aDG glyco up	iPSC survival up	Shn3 3UTR inh
Cc1ccc(C(=O)NNC(=O)c2ccncc2)cc1S(=O)(=O)N1CCCCC1	12	3	8	-1	-36	7	-3	2	2.4	-0.5	-3
Cc1ccc(S(=O)(=O)N(CC(=O)N2CCC(C)CC2)c2cccc(C)c2)cc1	4	5	11	2	-2	12	12	-2	0.5	7.9	-3
O=C1[C@@H]2[C@@H]3C[C@@H]([C@H]4ON=C(c5ccc(Cl)cc5Cl)[C@@H]34)[C@@H]2C(=O)N1C1CCCCC1	11	18	-13	1	-14	25	3	5	0.0	-0.9	14
COc1ccc(CCNC(=O)CCCn2c(=O)[nH]c3cc(OC)c(OC)cc3c2=O)cc1OC	-5	13	6	0	-26	6	3	-1	-0.4	-3.5	-3
COc1ccc(-c2nc3cc(C)c(Br)c(C)n3c2CC2CCCCC2)cc1OC	x	-10	x	x	-47	x	-3	x	0.0	-0.3	x
COc1ccc(Cc2noc(-c3ccccc3)n2)cc1OC	-1	-38	-8	4	-7	-31	13	-14	0.5	-0.1	4
Cc1csc(SCC(=O)NC(=O)C2CCCCC2)n1	18	11	-25	-3	6	5	-3	0	-0.4	-1.3	-11
Cc1ccc(N2N=C(c3ccc(Br)cc3)CCC2=O)cc1	11	-5	-23	-3	-18	10	-3	7	-0.2	-0.7	0
Cc1ccc(CNC(=O)CS(=O)CC(=O)O)cc1 (stereo not given)	8	12	0	2	-17	10	5	8	-0.3	-0.3	7
CC1(C)CC(Nc2ccc(C(F)(F)F)cc2[N+](=O)[O-])CC(C)(C)N1	-9	20	5	6	15	8	-5	4	-0.1	-1.2	18
CCc1ccc(C(=O)NNC(=O)c2ccc(OCC(=O)N3CCOCC3)c(OC)c2)cc1	6	3	5	3	11	12	-10	-4	-0.1	3.9	-12
O=C(Cc1ccc(-n2cccc2)cc1)NCc1cccs1	17	-4	-6	0	25	14	3	-14	-0.3	0.7	9
NS(=O)(=O)c1cccc(NC(=O)COC(=O)CCC(=O)c2cccs2)c1	-2	8	-4	x	20	2	-2	-4	-0.2	1.0	-74
CCOC(=O)[C@]12CCC=C1N(Cc1ccc(Cl)cc1Cl)C(=O)[C@H](CC(=O)N1CCCC1)C2	x	-1	x	x	-24	x	9	x	0.0	-0.4	x
CCN(CC)c1ccc(/C=N/NC(=S)NC)c(O)c1	-44	-190	-2	-6	69	-116	10	-5	0.2	-0.9	5
COC(=O)c1ccc(NC(=O)Cn2nc(C)cc2C)cc1	-16	6	12	1	-13	-3	7	-4	-0.1	-0.2	6
O=C1CCc2cc(S(=O)(=O)N3CCC(C(=O)NCc4ccccc4Cl)CC3)ccc2N1	3	1	-12	-1	-6	-5	4	-15	0.0	-1.0	-20
CC12CC3(C)CC(C)(C1)CC(C(=O)NCCc1ccc(S(N)(=O)=O)cc1)(C2)C3	9	8	-3	3	-18	16	-20	-26	0.1	1.5	-11
O=C(NC1CCCCCCC1)c1ccc2c(c1)N(Cc1ccc(F)cc1)C(=O)CS2=O (stereo not given)	9	10	-2	4	-9	19	-67	-4	0.6	4.1	13
Cc1ccc(S(=O)(=O)CCc2nnc(NC(=O)c3ccco3)s2)cc1	-4	1	7	0	-36	14	1	0	-0.8	1.0	2
COc1ccc(N(Cc2cc3cccc(C)c3[nH]c2=O)S(=O)(=O)c2ccc(OC)cc2)cc1	27	-11	-10	-1	-13	12	1	26	0.0	-0.5	12
CCc1ccc(S(=O)(=O)NCc2csc(-c3ccccc3)n2)s1	5	3	-2	-2	-9	8	12	7	-0.2	-0.8	13
CCn1cc(C(=O)N2CCCC(N3CCN(c4cccc(C(F)(F)F)c4)CC3)C2)cn1 (stereo not given)	6	-6	7	2	-5	3	-28	4	0.2	-0.6	-29
O=C(O)c1ccc(Oc2c(C(F)(F)F)oc3cc(O)ccc3c2=O)cc1	5	15	0	3	-39	13	11	3	0.1	0.5	-6
COC(=O)[C@]1(Cc2ccccc2)N[C@H](CN(C)S(=O)(=O)c2ccc(C(C)(C)C)cc2)[C@@H]2C(=O)N(Cc3ccccc3)C(=O)[C@@H]21	0	-3	-10	x	4	-2	5	0	1.3	-0.9	15
C#CCCCc1nc2ccccc2c(=O)n1N	0	7	-13	0	-10	-3	0	-5	-0.4	6.1	-5
C#CCn1c(S(=O)(=O)Cc2ccc(C)cc2)nc(-c2ccccc2)c1-c1ccccc1	-16	-17	16	2	-18	33	-52	-7	-0.3	-0.2	26
CN(C)S(=O)(=O)N1CCC(Oc2ccc(C(=O)NCc3cnn(C)c3)cc2)CC1	16	7	-6	-1	27	10	-1	16	0.0	1.0	23
O=C(O)c1ccc(N/N=C/c2cccc(F)c2)cc1	11	-61	20	-4	-160	-36	59*	-24	0.1	1.1	3
O=C(CCNS(=O)(=O)c1ccccc1C(F)(F)F)NCCCN1CCOCC1	5	5	-2	x	12	-37	-14	6	0.0	-2.1	-1
CC(OC(=O)c1ccc(Cl)nc1)C(=O)NC1(C#N)CCCCC1 (stereo not given)	-6	8	2	0	3	-1	-5	-7	0.0	-0.3	-13
CNS(=O)(=O)c1cccc(C(=O)OCc2cc(=O)oc3c(C)c(O)ccc23)c1	35	15	5	4	-12	10	34	8	0.0	0.3	10
Cc1cc(C)n(-c2nc(SCC(=O)N3CCCC3)c3c4c(sc3n2)CCCC4)n1	35	-16	-19	5	-9	14	1	7	1.7	-0.8	-22
COCCN(CCOC)c1nc(-c2ccc([N+](=O)[O-])cc2)nc2ccccc12	3	7	0	3	8	6	5	13	-0.3	0.9	48
O=C(COC(=O)CCS(=O)(=O)c1ccc(Cl)cc1)NC1CCCCC1	0	11	8	-1	-27	-7	17	-10	-0.2	-2.1	10
Cn1c(CCN2CCCC2)nc2cc(NS(=O)(=O)c3ccc(Cl)cc3)ccc21	38	16	-24	0	-23	28	23	16	0.6	1.6	-3
COc1ccc(N2CCN(C(=O)C(=O)c3c[nH]c4ccccc34)CC2)cc1	-16	6	-4	0	1	11	-5	-4	0.2	-0.5	11
Cc1ccc(-c2nnc(SCC(=O)NC3CC3)n2N)cc1	-2	9	1	2	-13	-4	-8	2	0.0	-0.5	-4
COc1ccc2c(CN(C)Cc3ccccc3)cc(=O)oc2c1	0	-279	5	x	-139	-327	-32	x	0.0	2.5	-117
CCOC(=O)c1c(S(=O)(=O)Nc2ccc(F)cc2C)c(C)n(C)c1C	-12	7	8	1	13	5	-10	3	0.0	1.1	-10
O=C(NC1=C(NC2CCS(=O)(=O)C2)C(=O)c2ccccc2C1=O)c1ccccc1 (stereo not given)	79*	-42	-22	-3	-24	68*	92*	0	-0.3	-4.2	61
Cn1c(SCC(=O)NCC2CCCO2)ncc(C(=O)Nc2ccccc2)c1=O (stereo not given)	24	-22	-17	0	-11	-9	38	21	0.5	0.1	-34
COc1ccc(C(=O)COC(=O)c2nc3nccc(C)n3n2)cc1F	0	2	11	1	-5	3	-1	1	0.1	1.3	-8
O=C(Oc1cccc(C(=S)N2CCOCC2)c1)c1ccc([N+](=O)[O-])cc1[N+](=O)[O-]	-1	-3	0	-1	-6	15	26	20	0.0	-0.6	-6
Clc1ccc(Cn2nc(-c3ccccc3)nc2-c2ccccc2)cc1	15	-196	-11	-1	-58	-125	-38	-34	0.1	-0.4	-46
COc1ccc(N2CC(C(=O)NCc3cccnc3)CC2=O)cc1 (stereo not given)	-12	11	11	8	-6	7	75*	6	-0.1	-0.2	1
Cc1ccc(-c2nc(C)sc2CC(=O)O)cc1	-6	1	-13	0	-3	-4	-4	2	-0.2	10	8
COc1ccc(-c2csc(C3=C(O)CN(CCCN4CCCC4=O)C3=N)n2)cc1OC	14	-14	-8	-1	23	-28	4	-12	0.0	0.2	-22
O=C(NC(c1ccc(F)cc1)c1ccc2ccccc2n1)C1CCN(Cc2cccc(C(F)(F)F)c2)CC1 (stereo not given)	38	-52	-25	x	17	78*	39	x	-0.2	-0.5	58
CN(C)[C@H]1CCN([C@@H]2CS(=O)(=O)N[C@H]2COCc2ccccc2)C1	-20	8	-3	x	-3	-16	8	x	0.0	-0.3	-19
O=C(Nc1cccc(-c2ccc(F)cc2)c1)C1CCCN(Cc2cccnc2)C1 (stereo not given)	6	-6	2	4	-4	4	-6	1	-0.3	-0.2	21
O=C(Nc1ccc(N2CCCCCC2)cc1)c1ccccc1Cl	17	-297	-16	1	-173	-190	-49	-19	-0.6	-1.7	-23
Cc1ccc2cc(C#N)c(N3CCCC3)nc2c1C	-8	-18	0	2	3	-8	-2	8	0.1	-4.9	-23
COc1ccc(NC2CC(=O)N(c3ccc(C(=O)O)cc3)C2=O)cc1 (stereo not given)	18	-31	0	0	-26	-58	2	6	-0.2	-1.5	-6
CCOC(=O)N1CCN(S(=O)(=O)c2ccc(C(=O)Nc3nnc(CC)o3)cc2)CC1	-3	19	5	4	-5	-6	4	-12	-0.2	-2.0	-1
CC(C)[C@H](NC(=O)c1ccco1)C(=O)Nc1ccc(OC(F)F)cc1	11	1	-9	0	4	3	3	7	0.1	0.3	-37
CCOc1ccccc1C(=O)n1nc2nc(C)cc(C)c2c1N	-11	-11	17	-3	-14	9	-8	16	-0.1	-0.4	-38
C=C1CCN([C@H](C(=O)NCc2ccco2)C(C)C)S(=O)(=O)c2ccccc21	14	3	14	1	-1	11	-10	2	-0.3	-2.3	7
C=CCOc1ccc(/C=C/C(=O)N2CCCN(S(=O)(=O)c3c(C)noc3C)CC2)cc1	-13	-8	14	x	-1	-7	-23	-3	0.2	-0.4	15
CCCNC(=O)C1(C)CCN(C(=O)c2c(F)ccc(C)c2F)C1 (stereo not given)	-1	6	2	x	11	3	10	x	0.0	0.3	5
CCOc1ccc(-c2csc3ncn(-c4ccc(OC)cc4)c(=O)c23)cc1	32	16	-7	-4	-5	28	9	13	0.2	-0.3	0
Cc1cccc(NC(=S)Nc2ccccn2)c1	7	-236	11	1	-141	-202	-26	-28	0.7	-0.1	-44
